Assay outcomes: PubChem BioAssay, Johns Hopkins Ion Channel Center
KCNQ2 block – KCNQ2 potassium channel inhibitors, primary screen, cell-based, CHO-K1, FluxOR thallium flux, B-score (AID 2156); Potassium voltage-gated channel subfamily KQT member 2 (Rattus norvegicus), O88943; 20 min; active compounds read low; B-score at 10 µM; hit rate 1.1% among 310,000;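 active = fluorescence ratio B-score at most minus 3 library SDs, with starting brightness B-score within 2 library SDs, cut at about -5.5 in these data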
Target sequence (O88943 whole entry, looked up): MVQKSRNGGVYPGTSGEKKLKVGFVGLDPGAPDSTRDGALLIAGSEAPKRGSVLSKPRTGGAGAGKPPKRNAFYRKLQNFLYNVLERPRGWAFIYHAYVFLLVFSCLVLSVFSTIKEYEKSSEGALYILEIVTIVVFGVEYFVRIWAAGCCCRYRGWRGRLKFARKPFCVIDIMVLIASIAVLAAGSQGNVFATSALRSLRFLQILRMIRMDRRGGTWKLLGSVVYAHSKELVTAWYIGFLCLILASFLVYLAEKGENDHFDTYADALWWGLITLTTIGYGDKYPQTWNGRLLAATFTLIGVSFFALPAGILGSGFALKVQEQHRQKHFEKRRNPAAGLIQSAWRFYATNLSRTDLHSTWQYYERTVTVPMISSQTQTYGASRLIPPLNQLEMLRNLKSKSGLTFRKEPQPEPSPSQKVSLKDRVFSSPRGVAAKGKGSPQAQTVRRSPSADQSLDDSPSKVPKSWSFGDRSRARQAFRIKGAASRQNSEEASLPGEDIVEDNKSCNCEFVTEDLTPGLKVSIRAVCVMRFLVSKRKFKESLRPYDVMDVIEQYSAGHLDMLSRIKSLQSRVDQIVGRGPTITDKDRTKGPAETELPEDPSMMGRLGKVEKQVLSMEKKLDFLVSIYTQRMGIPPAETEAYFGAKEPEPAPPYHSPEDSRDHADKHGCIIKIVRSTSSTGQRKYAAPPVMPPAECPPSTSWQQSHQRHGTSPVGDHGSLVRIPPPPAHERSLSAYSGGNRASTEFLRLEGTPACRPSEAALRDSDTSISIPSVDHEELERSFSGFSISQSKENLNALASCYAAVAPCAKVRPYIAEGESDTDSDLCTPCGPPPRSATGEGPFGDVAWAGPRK
Kir21 block – inhibitors of mouse Kir2.1 inward-rectifier potassium channel. Inward rectifier potassium channel 2 (Mus musculus), P35561. HEK293-Kir2.1, FluxOR thallium flux fluorescence; active compounds read low. B-score at 10 µM. hit rate 0.85% among 310,000. AID 1672, 2009;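 active = fluorescence ratio B-score at or below minus 3 SD of library scores, with starting-brightness B-score within 2 SD, cut at about -4.2 in these data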;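 also: channel flux triggered by added potassium and thallium sulfate stimulus; B-score of peak minus minimum fluorescence over baseline after thallium stimulus; more negative B-score means stronger Kir2.1 block with less thallium influx; some compounds called inactive have numbers as strong as hits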
Active calls of the source: *; i = inactive. Random draw from the library (roughly 1.9% active in at least one column).

compound	KCNQ2 block	Kir21 block
CC1(C)CC(=O)C=C(c2ccc3[nH]ccc3c2)C1	i	-0.73
O=C(CSc1nncc2ccccc12)Nc1ccc(F)cc1	i	-0.05
COc1cccc(CNC(=O)C2CCN(S(=O)(=O)N3CCC(C)CC3)CC2)c1	i	-1.8
CCn1c(SCC(=O)n2nc(C)cc2C)nnc1-c1ccc2c(c1)OCO2	i	0.39
Cc1cc(Br)ccc1NC(=O)c1sc2ncn(CC(=O)N3CCN(c4ccccn4)CC3)c(=O)c2c1C	i	-3.2
COC(=O)c1[nH]c2ccc(F)cc2c1NC(=O)CCN1CC(C)OC(C)C1 (stereo unspecified)	i	3.3
COc1ccc2c(c1)c(C(C)=O)c(C)n2-c1ccccc1OC	i	-0.13
CC(C)S(=O)(=O)c1csc(C(=O)NNC(=O)Nc2ccccc2)c1Cl	i	0.14
CCN(CC)C(=O)CSc1nc(O)c(Cc2ccccc2)c(=O)n1-c1ccccc1	i	1.8
CC(NC(=O)C1CCCN(C(=O)N(C)C)C1)c1ccccc1 (stereo unspecified)	i	-0.52
Cc1ccc(CNC(=O)CCCN2C(=S)NC(C)(C)CC2C)cc1 (stereo unspecified)	i	-0.14
CC1(C)CC(=O)C(C=Nc2ccccc2)=C(O)C1	i	0.18
CCC(OC(=O)c1cccs1)C(=O)NCc1ccc2c(c1)OCO2 (stereo unspecified)	i	1.9
CCOC(=O)N1CCN(C(=O)C2CCN(S(=O)(=O)c3cc(Cl)ccc3OCC)CC2)CC1	i	2.7
COc1ccc(C(=O)CSc2nnc(-c3ccco3)o2)cc1	i	0.07
Cc1ccc(S(=O)(=O)Nc2ncc(C(F)(F)F)cc2Cl)cc1	i	0.07
C/C(=N\NC(=O)C1(C)CC1(Br)Br)c1cccc(NC(=O)C2CCC2)c1 (stereo unspecified)	i	0.55
O=CNC(Cc1ccccc1)C(=O)O (stereo unspecified)	i	1.5
CC(=O)c1cccc(CN2CCN(C3CCCC3)C(CCO)C2)c1 (stereo unspecified)	i	-3.3
CC(=O)NC(Cc1ccccc1)C(=O)N1CCN(C(=S)NCC(C)C)CC1 (stereo unspecified)	i	-0.16
N#Cc1nc(-c2cccc3ccccc23)oc1NCCN1CCCCC1	-7.9*	-4.9*
COc1cc(C2C(C(=O)c3ccc(C)o3)=C(O)C(=O)N2Cc2cccnc2)ccc1O (stereo unspecified)	i	-0.99
Cc1cc(C)cc(Nc2cc(C)nc3nc(C)nn23)c1	i	0.85
CCOc1ccc(NC(=S)C(C#N)=C2N(C)c3ccccc3N2C)cc1	i	-1.9
Cc1ccc(S(=O)(=O)n2nc(-c3ccc(Cl)cc3)nc2NCc2ccco2)cc1	-9.3*	-0.32
O=C(Cc1c(F)c(F)c(F)c(F)c1F)OC12CC3CC(C1)C(=O)C(C3)C2	i	0.82
CCCCc1ccc(NC(=O)N[C@H](C(=O)O)C(C)C)cc1	i	-2
COc1ccc(/C=N/NC(=O)c2ccc(O)cc2O)cc1CSc1ccccn1	i	-1.4
CN(CC(=O)O/N=C(\N)c1ccc(Br)cc1)S(=O)(=O)c1ccccc1	i	-1.5
O=C(NCCc1ccccc1)/C(=C\c1ccc([N+](=O)[O-])cc1)NC(=O)c1ccco1	i	-1.5
CC(C)N1C(=O)C2C(C(=O)NC3CCCCC3)C3C=CC2(O3)C1C(=O)NC1CCCCC1 (stereo unspecified)	i	1.3
O=C(NCCCN1CCCCC1)c1ccc(CS(=O)c2ccc(Cl)cc2)o1 (stereo unspecified)	i	-1.4
CCCC(C)NC(=O)c1c2c(nc3ccccc13)CCC2 (stereo unspecified)	i	1.2
Cn1cc(CN2CCC(n3nccc3NC(=O)c3ccccc3Cl)CC2)c2ccccc21	i	0.03
CCOC(=O)CN(C(=O)CNC(=O)c1cccs1)C(C(=O)NC1CCCCC1)c1cccnc1 (stereo unspecified)	i	0.6
CSc1cccc(NC(=S)N(CCCN2CCC(C)CC2)Cc2cccs2)c1	i	0.03
CC1=C(C(=O)Nc2ccccc2)C(c2cccs2)n2nnnc2N1 (stereo unspecified)	i	2.4
Cc1cc2nc(-c3ccc(SCC(=O)Nc4ccc(S(=O)(=O)N5CCCC5)cc4)nc3)[nH]c2cc1C	i	-0.49
COc1cccc(CNC(=O)CCNS(=O)(=O)c2ccc(C)cc2)c1	i	-0.08
O=C(COc1ccccc1)Nc1nnc(-c2ccco2)o1	i	-0.09
O=C(N/N=C/c1cc([N+](=O)[O-])ccc1O)C12CC3CC(CC(C3)C1)C2	i	1
CCn1c(=O)c2cc(S(=O)(=O)NC3CCCCC3)ccc2n(CC)c1=O	i	0.55
COC(=O)/C=C(\C)NC(=O)c1ccc(F)cc1	i	-0.68
c1ccc(-c2ccc(CN3CCN(c4ncccn4)CC3)cc2)cc1	i	0.08
COc1ccc(OCc2nnc(NC(=O)Nc3ccc(F)cc3)s2)cc1	i	1.7
CCC1CCCCN1CCCNC(=O)C1CCN(S(=O)(=O)N2CCC3(CC2)OCCO3)CC1 (stereo unspecified)	i	0.73
Cc1ccc(C2CC(C(F)(F)F)n3nc(C(=O)NCCN4CCOCC4)cc3N2)cc1 (stereo unspecified)	i	0.59
CCC1Oc2ccccc2N(CC(=O)NCCCN2CCCCC2C)C1=O (stereo unspecified)	i	-1.3
CCN(CC)S(=O)(=O)c1ccc(N2CCOCC2)c(NC(=O)c2cc([N+](=O)[O-])ccc2Cl)c1	i	-0.17
CCOc1ccc(-c2nc(N)ncc2-c2ccc(OC)cc2)c(O)c1	i	2.7

Looked up above.
Under Kir21 block, `CCn1c(=O)c2cc(S(=O)(=O)NC3CCCCC3)ccc2n(CC)c1=O` has the entry 0.55
Under Kir21 block, `c1ccc(-c2ccc(CN3CCN(c4ncccn4)CC3)cc2)cc1` has the entry 0.08
Under Kir21 block, `COc1ccc(OCc2nnc(NC(=O)Nc3ccc(F)cc3)s2)cc1` has the entry 1.7
Under Kir21 block, `O=C(N/N=C/c1cc([N+](=O)[O-])ccc1O)C12CC3CC(CC(C3)C1)C2` has the entry 1
Under Kir21 block, `CCOc1ccc(-c2nc(N)ncc2-c2ccc(OC)cc2)c(O)c1` has the entry 2.7
Under Kir21 block, `CCC1CCCCN1CCCNC(=O)C1CCN(S(=O)(=O)N2CCC3(CC2)OCCO3)CC1` (stereo unspecified) has the entry 0.73

Carrying on.
compound	KCNQ2 block	Kir21 block
COc1ccc(C(=O)Nc2ccccc2C(=O)NCc2cccnc2)cc1OC	i	-0.5
CCCN(CCC)CC(O)COc1ccccc1C(=O)Nc1ccccc1 (stereo unspecified)	i	-0.04
Cc1cc(C)c(NC(=O)Cn2nc(-c3ccccc3)nc2-c2ccccc2)c(C)c1	i	1
O=C(Nc1ccccc1)N1CCC(c2nc(-c3ccc(S(=O)(=O)N4CCOCC4)cc3)no2)CC1	i	2.4
CN1c2ccccc2C(O)=C(C(=O)Nc2ccccc2)S1(=O)=O	i	-0.01
CCOCCCn1c(=S)[nH]c2cc(C(=O)N3CCOCC3)ccc2c1=O	i	0.16
CCC(C)NC(=O)[C@H]1N2C(=O)c3ccccc3C2SC1(C)C (stereo partly specified)	i	-3
O=C(CN1CCN(CC(=O)Nc2ccc3c(c2)OCO3)CC1)Nc1ccc(F)cc1	i	-0.31
CC(c1ccccc1)C1OCC(C[N+]2(C)CCCCC2)O1 (stereo unspecified)	i	0.9
Cc1onc(-c2c(F)cccc2Cl)c1C(=O)NC(=S)NCc1cccnc1	i	-0.51
O=C(NCc1ccccn1)C(=O)Nc1cccc2ccccc12	i	0.46
O=C(OCC#CCSc1nnc(-c2cccc3ccccc23)o1)c1ccco1	i	-0.22
CCCn1nc2cc(C(=O)NCc3ccc(C)cc3)ccc2c1OC	i	0.19
Cc1cc(OCC(=O)NC2CC2)c2c(C)cc(=O)oc2c1	i	0.15
O=C1CCC(C(=O)N2CCCC2)CN1Cc1cccc(C(F)(F)F)c1 (stereo unspecified)	i	2.7
CC(NS(=O)(=O)c1ccc(F)cc1)C(=O)Nc1ccc2c(c1)OCCO2 (stereo unspecified)	i	-0.06
NS(=O)(=O)c1ccc(CNc2nc(-c3cccnc3)nc3ccccc23)cc1	i	1.1
CCc1cc2ccccc2nc1SCC(=O)N1CCN(C(=O)c2ccco2)CC1	i	-4.4*
CC(Oc1ccccc1Cl)C(=O)N(Cc1cccs1)C1CCS(=O)(=O)C1 (stereo unspecified)	i	-0.54
CCN(CC)C(=O)C1CCN(Cc2ccc(OCc3ccccc3)cc2)CC1	i	-1
NC(=O)c1ccccc1OCc1nnc(-c2ccccc2Br)o1	i	-0.09
CCOc1ncccc1C(=O)OCC(=O)c1ccc(Cl)s1	i	-0.44
Cc1cc(=O)n2ncnc2n1COCCO	i	-0.03
CC(=O)c1c(C)nc(Nc2nc3ccccc3s2)nc1C	i	-0.5
O=C(CCN1C(=O)COc2ccccc21)N1CCN(c2ccccn2)CC1	i	-2.5
S=C(NCc1ccco1)NCC(c1ccco1)N1CCCCC1 (stereo unspecified)	i	-2
C=CCN(c1ccc(C(N)=O)cc1)S(C)(=O)=O	i	-2.3
COc1ccc(CCC(=O)Nc2ccc(-c3noc(-c4ccc(OC)c(OC)c4)n3)cc2)cc1	i	1
Cc1csc(NC(=O)Cc2nn(C)c(=O)c3ccccc23)n1	i	0.04
CCN(CC(=O)Nc1ccc(N2CCOCC2)cc1)Cc1nc2ccccc2c(=O)[nH]1	i	0.08
O=C(c1ccco1)N1CCN(c2ccc(Cl)c(Cl)c2)CC1	i	2.8
O=[N+]([O-])c1ccc(O)c(Nc2c([N+](=O)[O-])ccc3nonc23)c1	i	0.46
CC(C)(C)C(=O)c1sc(Nc2ccccc2)nc1N	i	0.67
COc1cccc2c1c(NC(=O)Nc1ccc(F)cc1F)nn2C	i	0.31
CCN(CC)S(=O)(=O)c1ccc(C(=O)OCCN2C(=O)CCC2=O)cc1	i	-0.85
Cc1cc(=O)[nH]c(NN=C2C3CC4CC(C3)CC2C4)n1	i	0.04
CCOC(=O)c1cc(S(=O)(=O)NC2CCN(C(=O)OCC)CC2)cn1C	i	-0.62
Cc1ccc(NC(=O)CSc2ccc3c(c2)OCCO3)c(O)c1	i	-1.1
CCc1nc(SCC(=O)OC)c2c3c(sc2n1)COC(C)(C)C3	i	-0.46
O=C(c1ccc2c(c1)N(Cc1ccc(F)cc1)CCS2)N1CCOCC1	i	-3.7

Full records, looked up by structure. Screens in order: KCNQ2 block | Kir21 block
`Cc1csc(NC(=O)Cc2nn(C)c(=O)c3ccccc23)n1` is listed as i | 0.04
`CCC(OC(=O)c1cccs1)C(=O)NCc1ccc2c(c1)OCO2` (stereo unspecified) is listed as i | 1.9
`CC(=O)NC(Cc1ccccc1)C(=O)N1CCN(C(=S)NCC(C)C)CC1` (stereo unspecified) is listed as i | -0.16

Remaining list, next part:
compound	KCNQ2 block	Kir21 block
O=C(Cc1ccc(Cl)cc1)Nc1ccc(S(=O)(=O)Nc2ncccn2)cc1	i	0.73
Cc1cc[n+](CC(=O)c2cccs2)cc1	i	0.9
Cc1cc(C)c(S(=O)(=O)NCC(=O)NCc2ccccn2)c(C)c1	i	1.1
Cc1c(Nc2nc3ccccc3nc2NS(=O)(=O)c2cccs2)c(=O)n(-c2ccccc2)n1C	i	0.09
COc1ccc(Cl)cc1C(=O)NCCc1ccc(S(=O)(=O)NC(=O)NC2CCCCC2)cc1	i	-0.41
Oc1ccc(/C=N/Nc2cc(N3CCOCC3)nc(N3CCOCC3)n2)cc1	i	1.1
CCc1nc2cc(CC(=O)O)ccc2o1	i	0.99
O=C(Nc1ccccc1)N1CCSc2ccccc21	i	-0.13
C[n+]1c(/C=C/c2ccc3c(c2)OCO3)ccc2ccccc21	i	0.76
Cn1c(SCc2ccon2)nc2ccccc2c1=O	i	0.15
Cc1occc1-c1n[nH]c(=S)n1-c1ccccc1	i	1.5
CCCCN1C(=O)NC(NC(=O)C2CC2)(C(F)(F)F)C1=O (stereo unspecified)	i	-0.69
COc1cc(OC)c(NC(=S)Nc2cccc(C(C)=O)c2)cc1Cl	i	-2
Cc1ccccc1NC1c2ccccc2C(=O)N1Cc1ccco1 (stereo unspecified)	i	2.7
COc1ccc(C(=O)N2CCCC(Nc3ccc(C)c(C)c3)C2)cc1F (stereo unspecified)	i	0
COc1ccccc1OCCNC(=O)/C=C/c1ccc([N+](=O)[O-])cc1	i	-0.03
CCOc1ccccc1N1CCN(C(=O)c2ccc(OCC(=O)N3CCOCC3)c(OC)c2)CC1	i	0.04
CCOc1ccc(NC(=O)Cc2c(O)c3ccccc3[nH]c2=O)cc1	i	1.3
Cc1ccc(CCNC(=O)C2CCCN(S(=O)(=O)c3c(C)noc3C)C2)cc1 (stereo unspecified)	i	-0.43
CCC1CCCCN1CCCNC(=O)c1ccc(CS(=O)(=O)Cc2ccc(Cl)cc2)o1 (stereo unspecified)	i	0.29
O=C(CCN1N=C(c2ccccc2)CCC1=O)NC1CCCC1	i	-0.01
COCC(C)n1c(C)cc(C(=O)COC(=O)c2ccc(N3CCCC3=O)cc2)c1C (stereo unspecified)	i	0.28
Cc1ccc(-n2c(SCC(=O)N3Cc4ccccc4CC3C(=O)O)nnc2-c2cccnc2)c(C)c1 (stereo unspecified)	i	-0.38
COC(=O)C(C)NC(=O)C1CCCN1C(=O)CNC(=O)OCc1ccccc1 (stereo unspecified)	i	0.34
O=C(COC(=O)CC(c1ccccc1)c1ccccc1)Nc1ccc(F)c(F)c1	-8.1*	-1.1
